Compound activity deposited in PubChem by The Scripps Research Institute Molecular Screening Center.
IDE act: human IDE activators in live cells, primary screen, fluorescence polarization, HEK cells, FAbeta-B substrate; activation, % at 5.96 µM; FAbeta-B cleavage; 0% vehicle, 100% cell-free pure enzyme wells; Insulin-degrading enzyme (Homo sapiens), P14735; actives 0.073% (n = 340,000);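 active = activation above the mean of all tested compounds plus 3 SD, set per screening campaign, cut at about 17% in these data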
Target sequence (P14735 whole entry, looked up): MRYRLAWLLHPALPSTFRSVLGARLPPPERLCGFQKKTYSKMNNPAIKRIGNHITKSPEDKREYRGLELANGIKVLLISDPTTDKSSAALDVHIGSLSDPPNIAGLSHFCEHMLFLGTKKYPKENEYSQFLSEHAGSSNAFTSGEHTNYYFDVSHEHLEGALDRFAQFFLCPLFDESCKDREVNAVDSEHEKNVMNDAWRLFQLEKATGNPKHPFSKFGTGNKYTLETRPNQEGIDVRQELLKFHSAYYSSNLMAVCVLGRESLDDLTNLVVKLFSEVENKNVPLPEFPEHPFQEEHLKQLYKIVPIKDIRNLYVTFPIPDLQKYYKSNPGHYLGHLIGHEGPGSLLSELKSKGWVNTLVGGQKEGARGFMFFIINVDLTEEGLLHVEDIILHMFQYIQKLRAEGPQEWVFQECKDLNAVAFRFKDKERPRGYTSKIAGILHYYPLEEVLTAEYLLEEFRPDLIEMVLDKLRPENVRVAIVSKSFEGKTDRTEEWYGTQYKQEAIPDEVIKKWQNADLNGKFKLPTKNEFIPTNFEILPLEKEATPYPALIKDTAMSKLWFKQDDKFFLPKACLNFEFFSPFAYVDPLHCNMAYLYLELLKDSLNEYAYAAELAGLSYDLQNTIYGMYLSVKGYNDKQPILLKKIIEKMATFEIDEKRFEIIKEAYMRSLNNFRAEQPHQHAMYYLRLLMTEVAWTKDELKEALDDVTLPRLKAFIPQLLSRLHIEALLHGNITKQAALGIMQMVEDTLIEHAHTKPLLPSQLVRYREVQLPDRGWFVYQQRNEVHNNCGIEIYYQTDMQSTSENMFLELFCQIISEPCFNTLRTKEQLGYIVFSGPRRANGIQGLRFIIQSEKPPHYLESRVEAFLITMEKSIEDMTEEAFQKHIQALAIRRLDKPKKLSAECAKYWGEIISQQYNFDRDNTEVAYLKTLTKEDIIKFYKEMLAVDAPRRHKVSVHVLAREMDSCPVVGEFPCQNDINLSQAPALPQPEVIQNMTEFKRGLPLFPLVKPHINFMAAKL
IDE inh: human IDE inhibitors in live cells, primary screen, fluorescence polarization, HEK cells, FAbetaB substrate; Insulin-degrading enzyme (Homo sapiens), P14735; FAbetaB cleavage; inhibition, % at 5.59 µM; actives 0.41% (n = 320,000);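 active = percent inhibition above the average of all tested compounds plus 3 SD, set per screening campaign, cut at about 16% in these data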;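 also: IDE supplied by intact live HEK cells; FP after avidin binding of uncleaved biotin substrate so inhibition keeps polarization high; 0% = DMSO wells and 100% = 60 µM reference IDE inhibitor Ii1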
* marks the source's active call; other numbers are inactive results.

SMILES | IDE act | IDE inh
O=C(O)c1cccc(-c2noc(-c3cccc(Cl)c3)n2)c1 | -2 | 1
COC(=O)[C@]1(C)N[C@H](CN(C)S(=O)(=O)c2ccc(C(C)(C)C)cc2)[C@@H]2C(=O)N(C)C(=O)[C@@H]21 | 1 | 1
CCC(CO)Oc1cc(NCc2cccc(OC)c2)c2ncn(C(C)C)c2c1 (stereo not drawn) | -1 | 2
O=C(COC(=O)C12CC3CC(CC(Cl)(C3)C1)C2)N1CCCCC1 | -2 | -1
COc1ccc(NC(=O)N(C)C[C@H]2Oc3ccc(NS(=O)(=O)c4cccs4)cc3C(=O)N([C@H](C)CO)C[C@@H]2C)cc1 | 3 | 1
N#Cc1ccc(OCC(=O)OCC(=O)c2ccccc2)cc1 | 1 | 2
CCc1nnc(NC(=O)C2CSC3(C)CCC(=O)N23)s1 (stereo not drawn) | 2 | -1
CNc1ccc(C(=O)OCC(=O)NCc2ccc3c(c2)OCO3)cc1[N+](=O)[O-] | -3 | 0
COc1ccc2c(c1)C(=O)N1[C@H]3c4cc(Cl)ccc4OC[C@@H]3[C@H](c3ccccc3)[C@]1(C)C(=O)N2 | 3 | 2
O=C(O)Cn1cnc2c(OCc3ccccc3)ncnc21 | 5 | -3

The listing continues.
SMILES | IDE act | IDE inh
CN(Cc1ccccc1)C(=O)c1cccc(NC(=O)C2CCCN(C(=O)OC(C)(C)C)C2)c1 (stereo not drawn) | 6 | 0
CSc1ccc(CCCCCCOC(=O)C(C)(C)C)cc1 | 1 | 7
CCn1nc(C(=O)NCC2COc3ccccc3O2)c2ccccc2c1=O (stereo not drawn) | 1 | -2
Cc1cc(C)c(NC(=O)CN(C)CC(=O)N(C)CC(=O)Nc2c(Cl)cccc2Cl)c(C)c1 | -3 | 5
CCc1nc2ccccc2c(C(=O)OCC(=O)NC2CC2)c1C | 2 | -4
O=C(COC(=O)c1cnccn1)Nc1ccc(Cl)cc1C(F)(F)F | 2 | -1
CSC1=NC2(C[C@H]2c2ccccc2)C(=O)N1C (stereo partly drawn) | 4 | 7
C=CC(=O)OCCOCCOCCOCCOC(=O)C=C | 1 | -4
Cc1ccc(NC(=O)c2cnccn2)cc1S(=O)(=O)N1CCCCCC1 | 4 | 2
O=C(COc1ccccc1F)Nc1nc(-c2ccccn2)cs1 | 2 | 0

New compounds follow:
SMILES | IDE act | IDE inh
COc1ccc(-c2cc(C(=O)N3CC(C)CC(C)C3)c3ccccc3n2)cc1 (stereo not drawn) | 0 | 11
COc1ccc(-c2sc3ccccc3c2/C=C/c2ccc(OC)c(OC)c2)cc1 | 3 | -1
COc1cccc(NC(=O)CN(C)C(=O)c2cc(-c3ccccc3)nn2-c2ccccc2)c1 | 3 | 5
CS(=O)(=O)c1ccc(Cl)c(NC(=O)CCN2C(=O)NC3(CCCC3)C2=O)c1 | 5 | 3
COC(=O)[C@]1(C)N[C@H](CN(C)C(=O)c2ccc(C(C)(C)C)cc2)[C@@H]2C(=O)N(C)C(=O)[C@@H]21 | 1 | 0
c1ccc(-c2cc3ncccc3cn2)cc1 | 0 | 2
COc1cccc(NC(=O)CN(C)CC(=O)NCc2ccco2)c1 | 5 | 3
C=CC[N@@+]12CC[C@]34c5ccccc5N5/C=C6\C7N(/C=C(\C53)[C@@H](C[C@@H]41)/C(=C/CO)C2)c1ccccc1[C@@]71CC[N@@+]2(CC=C)C/C(=C\CO)[C@@H]6C[C@@H]12 (stereo partly drawn) | 6 | 3
COc1ccc2nc(C)cc(N/N=C/c3ccccc3)c2c1 | 0 | 1
COc1ccc(-c2csc3ncnc(N4CCN(S(=O)(=O)c5cccc(Br)c5)CC4)c23)cc1 | 2 | 4

Part of the list above, with each value named.
> O=C(O)Cn1cnc2c(OCc3ccccc3)ncnc21
- IDE act: 5
- IDE inh: -3

> CN(Cc1ccccc1)C(=O)c1cccc(NC(=O)C2CCCN(C(=O)OC(C)(C)C)C2)c1 (stereo not drawn)
- IDE act: 6
- IDE inh: 0

More results follow.
SMILES | IDE act | IDE inh
Cc1ccc(CN2CC(C(=O)N3CCN(S(=O)(=O)c4ccc(C(C)C)cc4)CC3)CC2=O)cc1 (stereo not drawn) | 0 | 1
O=C(NCCc1ccc2c(c1)OCCO2)c1cccc(S(=O)(=O)N2CCCC2)c1 | 5 | -5
O=[N+]([O-])c1ccc(S(=O)(=O)NCC(c2cccnc2)N2CCc3ccccc3C2)cc1 (stereo not drawn) | 1 | -1
COc1ccc(C)cc1S(=O)(=O)N1CCC2(CC1)OCCN2S(=O)(=O)c1ccccc1 | 1 | 3
Cc1ccc(S(=O)(=O)N(CC(=O)c2ccc(Cl)cc2)C(=O)N2CCN(C)CC2)cc1 | 0 | -1
CC(NCC(=O)Nc1ccccc1C(=O)NC1CC1)c1ccc(S(C)(=O)=O)cc1 (stereo not drawn) | 6 | -1
Cn1c(SCC(=O)N2CCCC2=O)nc2ccccc2c1=O | -2 | -5
COc1ccc(NC(=O)COc2coc(CN3CCN(c4ccccc4)CC3)cc2=O)cc1 | 2 | -1
O=S(=O)(c1ccccc1)c1nc(-c2ccccc2Cl)oc1NCCCN1CCOCC1 | -1 | 6
CCCCn1c(N)c(N(C)C(=O)c2ccccc2Oc2ccccc2)c(=O)[nH]c1=O | 6 | 2

Next compounds follow:
SMILES | IDE act | IDE inh
CC(C)(C)c1ccc(S(=O)(=O)N2CCN(C(=O)C3=COCCO3)CC2)cc1 | 4 | -1
CCN(CC(=O)NCc1cccs1)C(=O)c1cccc(S(=O)(=O)N2CC(C)OC(C)C2)c1 (stereo not drawn) | 0 | 6
O=C(CCCN1C(=O)/C(=C\c2ccccc2)SC1=S)N1CCOCC1 | -2 | 2
O=C(Nc1cccc(S(=O)(=O)Nc2ccccc2F)c1)c1ccco1 | 1 | 2
Clc1ccccc1-c1ccc2ncnc(NCc3cccnc3)c2c1 | -10 | 5
O=C1C2CCc3ccccc3C2N1c1ccccc1 (stereo not drawn) | 6 | 3
CCc1nc2ccc(C(=O)N(C)CC(=O)Nc3ccc(Cl)c(C(F)(F)F)c3)cc2nc1CC | -4 | 7
O=C(O)CC1(CC(=O)Nc2ccccc2Br)CCCC1 | 4 | 10
COc1ccc(NC(=O)CSc2nc(=O)n(CCN3CCOCC3)c3c2CCC3)cc1 | 5 | -4
Cc1cc(C(=O)OCC(=O)N2CCc3ccccc32)ccc1[N+](=O)[O-] | -1 | 5

The list goes on, overlapping the part above by 2 compounds.
SMILES | IDE act | IDE inh
COc1ccc(NC(=O)CSc2nc(=O)n(CCN3CCOCC3)c3c2CCC3)cc1 | 5 | -4
Cc1cc(C(=O)OCC(=O)N2CCc3ccccc32)ccc1[N+](=O)[O-] | -1 | 5
CN(CC(=O)Nc1ccc(F)cc1)C(=O)COC(=O)c1cccc(N(C)C)c1 | 5 | -1
C=CC[C@@H](CC(=O)N[C@@H](CO)Cc1ccccc1)C(=O)N[C@@H](COC(=O)[C@@H](CC=C)CC(=O)OC(C)(C)C)Cc1c[nH]c2ccccc12 | -1 | 4
COc1ccc(C2(c3ccc(OC)cc3)NC(=O)N(CC(=O)NCC(C)c3ccccc3)C2=O)cc1 (stereo not drawn) | 5 | -2
COc1ccccc1C(=O)NCC(=O)NCC1(N2CCCCC2)CCCCC1 | -2 | -1
Cc1cccc(C(C)C)c1NC(=O)CSc1cccc[n+]1[O-] | 6 | 8
Cc1cccc(N2CN(S(=O)(=O)c3cccc([N+](=O)[O-])c3)c3nc4ccccc4nc32)c1 | -1 | -3
NC(=O)C1CCN(C(=O)CCC(=O)c2cccs2)CC1 | 9 | 1
O=C(OCc1nnc(-c2ccccc2)o1)c1cc(=O)[nH]c2ccccc12 | -2 | 0
COc1cccc(NC(=O)CN(C)C(=O)C2CCN(C(=O)c3ccccc3C)CC2)c1 | 1 | 2
O=C(COC(=O)c1cccc(Cl)c1Cl)NCc1cccs1 | 3 | 4

Next results follow:
SMILES | IDE act | IDE inh
O=S(=O)(NCc1ccc(F)cc1)c1ccc(Br)cc1Br | -2 | -4
CCc1noc(C)c1C(=O)Nc1nc2c(F)cc(F)cc2s1 | -5 | -1
C=CCn1c(SCC(=O)N2CC(C)OC(C)C2)nnc1-c1ccncc1 (stereo not drawn) | 3 | -3
NS(=O)(=O)c1cc(C(=O)OCC(=O)N2CCc3ccccc3C2)ccc1Cl | 3 | -2
CC(C)Nc1nnc(SCC(=O)Nc2sccc2C#N)s1 | 2 | -3
O=C(c1cccc(Cl)c1)N1CCN(S(=O)(=O)c2ccc(Cl)s2)CC1 | 2 | 3
Cc1cccc(C(=O)OCC(=O)c2ccc(CC(=O)N3CCOCC3)s2)c1C | -7 | 4
Cc1ccc(S(=O)(=O)CC(=O)N(CCCN(C)C)c2nc3ccc(C)cc3s2)cc1 | 6 | 2
CCc1ccc(N2CC(C(=O)OCC(=O)NC3CC3)CC2=O)cc1 (stereo not drawn) | 2 | -3
COC(=O)c1c(NC(=O)COC(=O)CC(NC(C)=O)c2ccccc2)sc(C)c1C (stereo not drawn) | 4 | -2

Carrying on:
SMILES | IDE act | IDE inh
CC(=O)Nc1ccc(NC(=O)CSc2nc(=O)n(Cc3ccncc3)c3c2CCC3)cc1 | -3 | 3
CCC1CCC2(CC1)NC(=O)N(CC(=O)N1CCc3ccccc31)C2=O (stereo not drawn) | 7 | 1
O=C(C1=COCCO1)N(Cc1nnc(-c2ccc(Cl)cc2)o1)C1CC1 | 2 | 2
O=C1CCC(C(=O)OCc2nnc(-c3ccc(Cl)cc3)o2)=NN1 | -3 | 12
O=C(COC(=O)/C=C/c1ccccc1)NC1CCCCC1 | -2 | 1
Cc1ccc(C(=O)Nc2cccc(S(=O)(=O)N3CCCC3)c2)o1 | 0 | 1
S=C(NCCc1ccccc1)Nc1nccs1 | 4 | 1
CN(CC(=O)Nc1ccccc1Cl)CC(=O)N1CCc2ccccc21 | 2 | -1
CCOc1ccc(C(=O)CCC(=O)NC2=NCCS2)cc1 | 2 | 6
CCCCCC(=O)Nc1ccc(N2CCOCC2)c(S(=O)(=O)Nc2ccc(OC)cc2)c1 | 4 | -2

Next section.
SMILES | IDE act | IDE inh
Cc1nnc(SCC(=O)Nc2ccc(S(N)(=O)=O)cc2)n(N)c1=O | 0 | 4
CCCCn1c(N)c(N(CCOC)C(=O)c2cc(-c3ccc(F)cc3)nc3ccccc23)c(=O)[nH]c1=O | 0 | 0
COC(=O)c1ccc(CNC(=O)CNC(=O)c2sc3ccccc3c2Cl)cc1 | -4 | 3
Nc1nc(N)nc(-c2cc(F)ccc2O)n1 | 7 | 4
CCCN(C(=O)C1CCN(S(=O)(=O)c2ccc(OC)c(OC)c2)CC1)C1CCS(=O)(=O)C1 (stereo not drawn) | 5 | 1
O=C(NCC1(N2CCCCC2)CCCCC1)c1cccc(NS(=O)(=O)c2ccccc2)c1 | -1 | 0
COc1cc(OC)cc(C(=O)NCC(=O)N2CCN(S(=O)(=O)c3ccccc3F)CC2)c1 | -2 | 1
O=C(CCc1nc2ccccc2c(=O)[nH]1)Nc1ccccc1N1CCCC1 | 1 | 4
O=C(COc1ccccc1)Nc1ccc(-c2ccc(N3CCOCC3)nn2)cc1 | -1 | 3
COc1ccc(CNC(=O)CSc2nccn(-c3ccc(F)c(F)c3)c2=O)cc1 | 4 | 3

Structures above that contain a furan ring, fused or not:
SMILES | IDE act | IDE inh
COc1cccc(NC(=O)CN(C)CC(=O)NCc2ccco2)c1 | 5 | 3
O=C(Nc1cccc(S(=O)(=O)Nc2ccccc2F)c1)c1ccco1 | 1 | 2
Cc1ccc(C(=O)Nc2cccc(S(=O)(=O)N3CCCC3)c2)o1 | 0 | 1

Additional entries follow.
SMILES | IDE act | IDE inh
COc1ccc(NC(=O)CN(C)C(=O)CCc2nc3cc(S(=O)(=O)N4CCOCC4)ccc3n2C)cc1 | 2 | 1
Nc1nc(COC(=O)c2ccc3c(c2)OCCO3)nc(Nc2ccccc2)n1 | -6 | -11
Nc1c(C(=O)CSc2nnc(COc3ccc(Cl)cc3)o2)c(=O)[nH]c(=O)n1C1CC1 | 2 | 4
COc1ccc(NC(=O)[C@@H]2CCCN2S(=O)(=O)c2ccc(Cl)cc2)cc1 | 7 | 0
Cc1ccc(C)c(NC(=O)CN(C)C(=O)CN2C(=O)NC3(CCc4ccccc43)C2=O)c1 (stereo not drawn) | 6 | 1
CCN(CC)C(=O)CN1C(=O)C2(OCC(C)(C)CO2)c2ccccc21 | 3 | 0
COc1ccc(NS(=O)(=O)c2cccc(C(=O)NCC(c3ccco3)N(C)C)c2)cc1 (stereo not drawn) | 1 | 2
O=C(c1ccc(S(=O)(=O)NCc2ccco2)cc1)N1CCN(c2ccccc2)CC1 | 0 | 3
CCN(C(=O)C1=COCCO1)c1nc2c(C)cccc2s1 | -4 | 8
CCc1noc(C)c1C(=O)N1CCN(S(=O)(=O)c2ccc(Br)cc2)CC1 | -7 | 0

Following part
SMILES | IDE act | IDE inh
CC(=O)Nc1ccc(NC(=O)CSc2nnnn2C2CCCCC2)cc1 | -2 | 3
Cc1ccsc1C(=O)OCC(=O)NCCc1ccccc1 | 1 | 0
O=C(CSc1nc(=O)n2ccccc2n1)Nc1ccc2c(c1)OCCO2 | 4 | 2
COc1ccccc1NS(=O)(=O)c1cc(N=N/C(C(=O)Nc2ccc(Cl)cc2)=C(/C)O)ccc1C | 5 | -4
COc1cccc(/C(C)=N/Nc2ccc(S(=O)(=O)N3CCCCC3)cn2)c1 | 5 | -2
CN(c1ccc(F)cc1)S(=O)(=O)c1ccc(Cl)c(C(=O)OCC(=O)NC2CC2)c1 | 0 | -1
CCC(C)n1c(SCC(=O)Nc2ccc3[nH]c(=O)[nH]c3c2)nc2ccccc2c1=O (stereo not drawn) | 1 | -3

A portion of the library; the hit share may differ from the screen's.
